High-throughput results (PubChem)
HEK293 NOD2/NF-kB = inhibition of NOD2-driven NF-kB reporter – cell-based, luminescence, uHTS, HEK293 (AID 1566) | HEK293 NOD2/NF-kB luciferase reporter, luminescence; higher % means a stronger effect | inhibition, % at 4 µM; hits with a dose series show EC50 in µM | 290,000 compounds, 0.63% hits; in the data active means inhibition above about 50%; further: many of its hits are not listed in these tables
MT stabilize HCS = microtubule stabilization, imaging screen | % tubulin-high responders, % at 10 µM | 200,000 compounds, 0.83% hits | HeLa tubulin immunostaining HCS, 24 h; share of cells brighter than vehicle mean+2SD;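 active means plate Z-score above 3 for both tubulin-high and condensed-nucleus cell shares, with cell loss under 80%, at 10 µM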;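 further: anti alpha tubulin signal scored within the nucleus-defined area of each cell; some results filed as inactive read as strong as hits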
M17LAP inhibition = P. falciparum M17LAP inhibitors, primary screen, biochemical, fluorogenic H-Leu-NHMec substrate, 1536-well (AID 1619) | 220,000 compounds, 0.38% hits | inhibition, % at 30 µM; hits with a dose series show IC50 in µM | recombinant M17LAP, H-Leu-NHMec fluorogenic kinetic assay; higher % means a stronger effect;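 active means compound inhibiting the enzyme by more than half at any dose during confirmatory dose-response retesting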;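 further: plate controls were full reaction with DMSO carrier for no effect and no enzyme background for full effect; strong numbers were not always called active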
Yfh1-off respiration = enhancers of respiration in Yfh1-depleted yeast, dose response, Friedreich's ataxia, plus single-dose screen (AID 1465). 220,000 compounds, 0.074% hits. S. cerevisiae Yfh1-off respiration, WST-1 reduction, 72 h; higher fold induction means a stronger effect. fold induction at 50 µM, or EC50 in µM where a hit was titrated;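 active means fold induction of absorbance versus untreated yeast above a set limit, then at least 30% activation at any dose in follow-up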;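 further: activators that raise dye reduction in frataxin-depleted yeast; strong numbers were not always called active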
Autophagy mod = autophagy modulation, high-content screen. MEF GFP-LC3 puncta imaging; test concentration mostly 10 µM. 190,000 compounds, 0.98% hits. calls only at 10 µM (by protocol);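 active means percentage of spot-positive cells more than 3 SD above its plate mean, without a fluorescence outlier flag or 80% toxicity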;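 further: spot-positive cell cutoff set from DMSO-treated cells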
NOD1 inhibition = NOD1 signaling inhibitors, primary screen, cell-based, luminescence, uHTS (AID 1578). NOD1-driven NF-kB luciferase reporter cells, luminescence; higher % means a stronger effect. inhibition, % at 4 µM, or EC50 in µM where a hit was titrated. 290,000 compounds, 1% hits; in the data active means inhibition mostly above about 36%, no sharp cut-off; inactive means mostly below about 34%;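 further: HEK-293T reporter cells stimulated with the NOD1 agonist gamma-tri-DAP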
Dynein cargo inh = dynein cargo transport inhibition; 3617.4 mouse cells, GR-EGFP nuclear translocation imaging; test concentration mostly 20 µM; stimulated with dexamethasone, 1 µM; active compounds read low; 220,000 compounds, 0.47% hits; z-score, hits read low;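 active means plate z-score of nuclear minus cytoplasmic receptor signal below a set negative limit, without overly bright fluorescence or cell loss, cut at about -3.5 in these data, passing the limit was not always enough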;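 further: z-score of nuclear minus cytoplasmic ring GR-EGFP intensity difference per well; some compounds called inactive have numbers as strong as hits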
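medium = tetracycline-free induction medium containing charcoal-stripped FBS | probe or stimulus = dexamethasone, 1.0 µM final | timing = 48 h induction, then 1 h compound, then 30 min agonist, 37 °C | detection = automated 10x imaging of fixed Hoechst-stained cells | read-out basis = nuclear versus cytoplasmic GR-EGFP signal, averaged per well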
Insulin prom up = MIN6 insulin promoter up-regulation. MIN6 insulin promoter-GFP reporter, high-content imaging; active compounds read high. z-score at 5 µM. 190,000 compounds, 0.3% hits. AID 1625;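 active means z-score above 3 at 5 µM with at least 500 cells counted in the well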
bCat nuc transl = modulators of beta-catenin nuclear translocation; HeLa beta-catenin nuclear translocation, immunofluorescence imaging; nuclear translocation activity, % at 5 µM; 190,000 compounds, 0.3% hits; AID 1665;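 active means nuclear translocation activity above 50% at 5 µM, with a well cell count of 50 or more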;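 further: per-cell ratio of nuclear to cytoplasmic median beta-catenin stain intensity; plate controls were DMSO negative control for no effect and GSK-3 inhibitor IX positive control for full effect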
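test system = HeLa cells, endogenous beta-catenin | dosing = single 5 µM dose plus 0.02–20 µM confirmation series | times = compound treatment 24 h, 37°C, 5% CO2 | technique = beta-catenin immunofluorescence imaging with DAPI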
Dynein cargo inh cytoplasmic EGFP = also measured in Dynein cargo inh; calls as there; z-score; measured here: cytoplasmic GR-EGFP intensity; active compounds read high
Dynein cargo inh nuclear GR-EGFP = also measured in Dynein cargo inh; calls as there; z-score; measured here: nuclear GR-EGFP intensity;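 lower value marks the stronger effect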
Dynein cargo inh cell count = further read-out of Dynein cargo inh, marked with its call; z-score; measured here: cell count per field
Insulin prom up cell count = also measured in Insulin prom up; calls as there; cell count; measured here: cytotoxicity, nuclei count;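 total cells summed across four imaged fields per well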
bCat nuc transl cell count 5 µM = also measured in bCat nuc transl; calls as there; cell count; measured here: cell count, cytotoxicity flag
MT stabilize HCS Hoechst-high % = also measured in MT stabilize HCS; calls as there; % Hoechst-high responders; measured here: nuclear condensation Hoechst responders;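 share of cells brighter than vehicle mean plus two SD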
MT stabilize HCS cytotoxicity % = second read-out of MT stabilize HCS, no call of its own (marks repeat the call); toxicity, %; measured here: cytotoxicity by cell density;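 0% = mean cell density of plate MIN control wells and 100% = no cells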
Autophagy mod cell loss 18 h = second read-out of Autophagy mod, no call of its own (marks repeat the call); toxicity, %; measured here: cell loss, nuclei count;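 cell loss after 18 h compound exposure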
* = called active by the depositor. A portion of the library; count on the stated rates, not on these rows.

What do the screens show for `O=C(C1=C[C@@H](c2ccccc2)C[C@@H](OCCCCO)O1)N1CCN(Cc2ccc3c(c2)OCO3)CC1`?
HEK293 NOD2/NF-kB: -13.2%; MT stabilize HCS: 2.7; M17LAP inhibition: 0.3%; Yfh1-off respiration: inactive; Autophagy mod: inactive; NOD1 inhibition: -13.8%; Dynein cargo inh: -0.236; Insulin prom up: 0.09; bCat nuc transl: -1.7; Dynein cargo inh cytoplasmic EGFP: -0.142; Dynein cargo inh nuclear GR-EGFP: 0.249; Dynein cargo inh cell count: -0.125; Insulin prom up cell count: 1453; bCat nuc transl cell count 5 µM: 1194; MT stabilize HCS Hoechst-high %: 2.8; MT stabilize HCS cytotoxicity %: 6.9; Autophagy mod cell loss 18 h: 16.7

What do the screens show for `Cc1ccc(S(=O)(=O)NC(=O)Nn2c(C)nnc2C)cc1`?
HEK293 NOD2/NF-kB: 0.7%; MT stabilize HCS: 2.2; M17LAP inhibition: -3.6%; Yfh1-off respiration: inactive; Autophagy mod: inactive; NOD1 inhibition: -15.5%; Dynein cargo inh: -0.675; Insulin prom up: -0.05; Dynein cargo inh cytoplasmic EGFP: -0.24; Dynein cargo inh nuclear GR-EGFP: -0.549; Dynein cargo inh cell count: 0.918; Insulin prom up cell count: 1307; MT stabilize HCS Hoechst-high %: 0.1; MT stabilize HCS cytotoxicity %: 34.9; Autophagy mod cell loss 18 h: 2.5

How did Cc1onc(-c2c(F)cccc2Cl)c1-c1nnc(-c2ccc(C(F)(F)F)cc2)o1 do in these assays?
HEK293 NOD2/NF-kB: 18.9%; M17LAP inhibition: 1.6%; Yfh1-off respiration: inactive; NOD1 inhibition: 1.2%; Dynein cargo inh: 1.45; Insulin prom up: 0.47; bCat nuc transl: 0.1; Dynein cargo inh cytoplasmic EGFP: -0.16; Dynein cargo inh nuclear GR-EGFP: 0.622; Dynein cargo inh cell count: -1.15; Insulin prom up cell count: 1035; bCat nuc transl cell count 5 µM: 1292

What do the screens show for `O=C(NC1CCCc2ccccc21)C1CCN(S(=O)(=O)c2ccccc2)CC1` (stereo not given)?
HEK293 NOD2/NF-kB: 10.5%; MT stabilize HCS: 1.6; M17LAP inhibition: 5.1%; Yfh1-off respiration: inactive; Autophagy mod: inactive; NOD1 inhibition: -10.3%; Dynein cargo inh: 1.3; bCat nuc transl: -0.3; Dynein cargo inh cytoplasmic EGFP: -0.236; Dynein cargo inh nuclear GR-EGFP: 0.287; Dynein cargo inh cell count: -0.344; bCat nuc transl cell count 5 µM: 922; MT stabilize HCS Hoechst-high %: 1.3; MT stabilize HCS cytotoxicity %: 7.6; Autophagy mod cell loss 18 h: -14.7

Results for O=C(Nc1nccs1)c1cc(-c2ccccc2)nc2ccccc12 ?
HEK293 NOD2/NF-kB: 8.4%; MT stabilize HCS: 1.4; M17LAP inhibition: -2.7%; Yfh1-off respiration: inactive; Autophagy mod: inactive; NOD1 inhibition: 47.1%; Dynein cargo inh: 1.44; Insulin prom up: -0.12; Dynein cargo inh cytoplasmic EGFP: -0.17; Dynein cargo inh nuclear GR-EGFP: 0.395; Dynein cargo inh cell count: -0.647; Insulin prom up cell count: 1322; MT stabilize HCS Hoechst-high %: 2.3; MT stabilize HCS cytotoxicity %: 1.1; Autophagy mod cell loss 18 h: 13.4

How did Nc1ccc(O)cc1C(=O)OCC(=O)c1ccc(C2CCCCC2)cc1 do in these assays?
HEK293 NOD2/NF-kB: 27.5%; MT stabilize HCS: 2.4; M17LAP inhibition: 5.5%; Yfh1-off respiration: inactive; Autophagy mod: inactive; NOD1 inhibition: 10.9%; Dynein cargo inh: -3.54*; Insulin prom up: -0.52; bCat nuc transl: 1.0; Dynein cargo inh cytoplasmic EGFP: 1.09*; Dynein cargo inh nuclear GR-EGFP: -2.05*; Dynein cargo inh cell count: 0.114*; Insulin prom up cell count: 1005; bCat nuc transl cell count 5 µM: 492; MT stabilize HCS Hoechst-high %: 2.5; MT stabilize HCS cytotoxicity %: 6.5; Autophagy mod cell loss 18 h: 26.7

Results for O=C(Cc1ccccc1)N1CCN(C(=O)c2ccc([N+](=O)[O-])cc2)CC1 ?
HEK293 NOD2/NF-kB: 19.2%; MT stabilize HCS: 1.7; M17LAP inhibition: -1.1%; Yfh1-off respiration: inactive; Autophagy mod: inactive; NOD1 inhibition: -14.2%; Dynein cargo inh: -1.19; Insulin prom up: 0.58; bCat nuc transl: -0.8; Dynein cargo inh cytoplasmic EGFP: -0.286; Dynein cargo inh nuclear GR-EGFP: -0.798; Dynein cargo inh cell count: 0.578; Insulin prom up cell count: 1580; bCat nuc transl cell count 5 µM: 1523; MT stabilize HCS Hoechst-high %: 2.4; MT stabilize HCS cytotoxicity %: 8.5; Autophagy mod cell loss 18 h: -10.3

Results for CS(=O)(=O)N(CC(=O)N1CCCC1)c1cccc(Cl)c1Cl ?
HEK293 NOD2/NF-kB: 10.8%; MT stabilize HCS: 2.7; M17LAP inhibition: 7.2%; Yfh1-off respiration: inactive; Autophagy mod: inactive; NOD1 inhibition: 6.6%; Dynein cargo inh: 0.278; Insulin prom up: -0.35; bCat nuc transl: -2.8; Dynein cargo inh cytoplasmic EGFP: -0.201; Dynein cargo inh nuclear GR-EGFP: 0.315; Dynein cargo inh cell count: -0.00228; Insulin prom up cell count: 1200; bCat nuc transl cell count 5 µM: 891; MT stabilize HCS Hoechst-high %: 1.8; MT stabilize HCS cytotoxicity %: 2.6; Autophagy mod cell loss 18 h: 7.4

How did Cc1c(C(=O)N2CCN(CCc3ccccc3)CC2)oc2ccccc12 do in these assays?
HEK293 NOD2/NF-kB: -25.9%; MT stabilize HCS: 2.1; M17LAP inhibition: 2.4%; Yfh1-off respiration: inactive; Autophagy mod: inactive; NOD1 inhibition: -27.1%; Dynein cargo inh: 0.368; Insulin prom up: 0.67; bCat nuc transl: 0.8; Dynein cargo inh cytoplasmic EGFP: -0.166; Dynein cargo inh nuclear GR-EGFP: 0.64; Dynein cargo inh cell count: 0.43; Insulin prom up cell count: 1069; bCat nuc transl cell count 5 µM: 1126; MT stabilize HCS Hoechst-high %: 2.4; MT stabilize HCS cytotoxicity %: 8.5; Autophagy mod cell loss 18 h: -0.4

What do the screens show for `CCc1cccc(C)c1NC(=O)COC(=O)Cc1ccsc1`?
HEK293 NOD2/NF-kB: -13.7%; MT stabilize HCS: 5.0; M17LAP inhibition: -5.1%; Yfh1-off respiration: inactive; Autophagy mod: inactive; NOD1 inhibition: 13.6%; Dynein cargo inh: -0.501; Insulin prom up: 0.61; bCat nuc transl: 0.3; Dynein cargo inh cytoplasmic EGFP: -0.293; Dynein cargo inh nuclear GR-EGFP: -0.544; Dynein cargo inh cell count: -0.0547; Insulin prom up cell count: 1163; bCat nuc transl cell count 5 µM: 445; MT stabilize HCS Hoechst-high %: 2.6; MT stabilize HCS cytotoxicity %: 6.9; Autophagy mod cell loss 18 h: -6.3

How did CCOC(=O)c1sc(Nc2nc(C)cc(OC)n2)nc1C do in these assays?
HEK293 NOD2/NF-kB: 13.7%; MT stabilize HCS: 8.0; M17LAP inhibition: -7.4%; Yfh1-off respiration: inactive; Autophagy mod: inactive; NOD1 inhibition: -16.8%; Dynein cargo inh: 0.421; bCat nuc transl: -1.4; Dynein cargo inh cytoplasmic EGFP: -0.262; Dynein cargo inh nuclear GR-EGFP: 0.419; Dynein cargo inh cell count: -0.0797; bCat nuc transl cell count 5 µM: 918; MT stabilize HCS Hoechst-high %: 2.6; MT stabilize HCS cytotoxicity %: 11.2; Autophagy mod cell loss 18 h: 5.5

How did COCCNC(=S)NN(c1ccccc1)c1ccccc1 do in these assays?
HEK293 NOD2/NF-kB: -16.5%; MT stabilize HCS: 1.3; M17LAP inhibition: -1.3%; Yfh1-off respiration: inactive; Autophagy mod: inactive; NOD1 inhibition: 15.4%; Dynein cargo inh: -0.485; Insulin prom up: -0.41; bCat nuc transl: -3.1; Dynein cargo inh cytoplasmic EGFP: -0.26; Dynein cargo inh nuclear GR-EGFP: -0.126; Dynein cargo inh cell count: 0.317; Insulin prom up cell count: 1693; bCat nuc transl cell count 5 µM: 967; MT stabilize HCS Hoechst-high %: 0.7; MT stabilize HCS cytotoxicity %: 9.5; Autophagy mod cell loss 18 h: 9.6

Random excerpt: two compounds from above, in no set order.
How did Cc1onc(-c2c(F)cccc2Cl)c1-c1nnc(-c2ccc(C(F)(F)F)cc2)o1 do in these assays?
HEK293 NOD2/NF-kB: 18.9%; M17LAP inhibition: 1.6%; Yfh1-off respiration: inactive; NOD1 inhibition: 1.2%; Dynein cargo inh: 1.45; Insulin prom up: 0.47; bCat nuc transl: 0.1; Dynein cargo inh cytoplasmic EGFP: -0.16; Dynein cargo inh nuclear GR-EGFP: 0.622; Dynein cargo inh cell count: -1.15; Insulin prom up cell count: 1035; bCat nuc transl cell count 5 µM: 1292

What do the screens show for `O=C(C1=C[C@@H](c2ccccc2)C[C@@H](OCCCCO)O1)N1CCN(Cc2ccc3c(c2)OCO3)CC1`?
HEK293 NOD2/NF-kB: -13.2%; MT stabilize HCS: 2.7; M17LAP inhibition: 0.3%; Yfh1-off respiration: inactive; Autophagy mod: inactive; NOD1 inhibition: -13.8%; Dynein cargo inh: -0.236; Insulin prom up: 0.09; bCat nuc transl: -1.7; Dynein cargo inh cytoplasmic EGFP: -0.142; Dynein cargo inh nuclear GR-EGFP: 0.249; Dynein cargo inh cell count: -0.125; Insulin prom up cell count: 1453; bCat nuc transl cell count 5 µM: 1194; MT stabilize HCS Hoechst-high %: 2.8; MT stabilize HCS cytotoxicity %: 6.9; Autophagy mod cell loss 18 h: 16.7
